Screening results from PubChem BioAssay.
LGR2 inh: blocks bursicon-induced cAMP signaling via Drosophila LGR2; HEK293 LGR2, CRE-luciferase, bursicon-stimulated, 4 h; inhibition, % at 9.99 µM; 0.35% of 380,000 active;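 active = drop in luminescence signal, shown as inhibition above about 50% in the replicate tests, limit read from the data, passing the limit was not always enough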;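 also: agonist challenge used bursicon conditioned medium at about half maximal strength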
ERAP1 HTS inh: inhibitors of human ERAP1 aminopeptidase. Q9NZ08. inhibition, % at 10.7 µM. 0.15% of 340,000 active. recombinant ERAP1, Leu-AMC fluorescence, 60 min;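 active = mean replicate inhibition of at least 30%, or all replicates individually reaching that 30% level; inactive = mean below 30% and not every replicate reaching it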;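 also: 0% = neutral control wells and 100% = L-leucinethiol positive control wells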
PglD DTNB: blocks C. jejuni PglD acetyltransferase activity; purified PglD enzyme, DTNB colorimetric CoA detection; inhibition, % at 12.5 µM; 0.098% of 360,000 active; AID 602405; in the data active = inhibition above about 16%, passing the limit was not always enough; also: strong numbers were not always called active
S100A4 MyoIIA: blocks human S100A4 binding to myosin IIA peptide. P26447. S100A4/TAMRA-MyoIIA peptide fluorescence polarization. inhibition, % at 10.7 µM. 0.14% of 360,000 active. AID 652163;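 active = mean inhibition of at least 70% across replicates, with every replicate also reaching that level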
Target sequence (P26447 whole entry, looked up): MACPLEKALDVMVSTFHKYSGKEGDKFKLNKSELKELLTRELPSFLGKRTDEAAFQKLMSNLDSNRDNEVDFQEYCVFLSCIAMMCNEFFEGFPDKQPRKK
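Material: human S100A4 monomer with TAMRA-labelled myosin IIA peptide; buffer or medium: HEPES pH 7.2 with CaCl2, KCl, NaCl, DTT, Triton; compound dosing: one concentration per compound; schedule: 5 min incubation before reading; benchmarks: neutral control DMSO, positive control TFP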
FN deposit inh: fibronectin deposition inhibition; AH1F fibroblasts, Alexa488-fibronectin deposition fluorescence, overnight; 0.086% of 350,000 active; inhibition, % at 12.6 µM;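 active = mean inhibition across replicates of 30% or more, regardless of how many single replicates reach that level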;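 also: positive control wells lacked labelled fibronectin entirely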
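Assay system: AH1F fibroblasts / Quantity: 10000 cells per well / Medium: DMEM plus 2% serum, read in PBS / Reagent: labelled fibronectin 24 nM / Dosing: single dose, pinned / Times: 1 h cell attachment, overnight exposure to compound and label / Signal: fluorescence, ex 485 nm, em 525 nm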
EWS-Fli block: blocks EWS/Fli oncoprotein-driven transcription | A673 NR0B1-luciferase reporter, viability-normalised | inhibition, % at 12.6 µM | AID 651661 | 0.67% of 350,000 active;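 active = mean inhibition of at least 50% after viability correction, with every replicate also passing that limit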;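 also: firefly luciferase signal divided by Alamar Blue viability fluorescence both relative to DMSO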
PAX8 reporter: lowers PAX8-driven luciferase in RMG-I cells. RMG-I TPO-luciferase reporter, SteadyGlo, 24 h. inhibition, % at 12.6 µM. 1.2% of 360,000 active. AID 652154;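 active = mean replicate inhibition at least 60% with every replicate also reaching 60%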;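 also: luciferase light reporting Pax8 driven TPO promoter activity; plate controls were median of neutral control wells for no effect and mitoxantrone controls for full effect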
PGC1a acetyl inh: modulators of PGC1a acetylation; U2OS PGC1a acetylation, AlphaScreen anti-acetyl-lysine; with virally co-expressed GCN5 acetyltransferase; inhibition, % at 15.6 µM; 0.17% of 350,000 active;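 active = every replicate shows inhibition of at least 40%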;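 also: 0% = neutral control wells and 100% = positive control wells; some results beyond the cut were filed as inactive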
An asterisk follows results filed as active; . = not tested or not shown.

Keys: A = LGR2 inh; B = ERAP1 HTS inh; C = PglD DTNB; D = S100A4 MyoIIA; E = FN deposit inh; F = EWS-Fli block; G = PAX8 reporter; H = PGC1a acetyl inh
OCCC1CN(Cc2ccc(F)cc2Cl)CCN1CCc1ccccc1 (centres undefined)
  A: 5.3 | B: -1.8 | C: 19.4 | D: 9.4 | E: -6.7 | F: 7.1 | G: -97.4 | H: -4.1

COc1ccc(C)cc1N(CC(=O)NCCN1CCOCC1)S(=O)(=O)c1ccccc1
  A: 1.8 | B: -4.4 | C: . | D: 1.0 | E: -3.3 | F: 0.0 | G: -6.3 | H: .

COc1ccc2c3c([nH]c2c1)[C@H](CO)N(C)CC31CCN(C(=O)Nc2c(C)noc2C)CC1
  A: 5.1 | B: . | C: . | D: -15.0 | E: . | F: 0.4 | G: -39.4 | H: 0.0

COc1ccc(N=Nc2ccc(N)nc2N)cc1
  A: -80.3 | B: 9.5 | C: -9.2 | D: 13.3 | E: 4.4 | F: -81.9 | G: -84.5 | H: .

CCN(CC)C(=O)CN(c1cccc(OC)c1)S(=O)(=O)c1ccc(C)cc1
  A: . | B: . | C: 2.7 | D: . | E: 0.4 | F: . | G: -2.4 | H: -6.1

O=[N+]([O-])c1ccc(CN2CCSCC2)cc1
  A: 1.8 | B: 6.7 | C: . | D: -4.7 | E: 0.5 | F: 6.6 | G: 8.0 | H: .

CC(CNc1nc2ccccc2n2cnnc12)c1ccccc1 (centres undefined)
  A: -19.4 | B: 0.1 | C: -1.6 | D: -1.2 | E: 5.6 | F: -1.6 | G: 17.7 | H: .

CCOC(=O)C1=CN(Cc2cccc(Br)c2)S(=O)(=O)NC1C (centres undefined)
  A: -2.9 | B: 2.8 | C: -1.1 | D: 1.2 | E: -6.6 | F: 3.0 | G: -1.0 | H: .

C[C@@H]1CN([C@H](C)CO)C(=O)Cc2cc(NC(=O)C3CCCCC3)ccc2O[C@H]1CN(C)CC1CC1
  A: -16.2 | B: 0.4 | C: -2.6 | D: -18.9 | E: -13.8 | F: -8.7 | G: -13.7 | H: -6.6

CO[C@@H]1CN(C)C(=O)c2ccc(NC(C)=O)cc2OC[C@H](C)N(Cc2ccccn2)C[C@@H]1C
  A: -4.5 | B: -3.4 | C: -1.6 | D: 9.7 | E: -10.3 | F: -1.7 | G: -6.7 | H: 5.9

Cc1ccc(C(=O)NCCCn2ccnc2)cc1C
  A: 5.4 | B: . | C: 1.1 | D: -3.0 | E: 5.8 | F: 13.0 | G: 15.3 | H: -9.9

CN(C)C(CNC(=O)Nc1cccc(Cl)c1)c1cccnc1 (centres undefined)
  A: . | B: . | C: -4.2 | D: . | E: -1.3 | F: . | G: -13.3 | H: 3.3

C[C@@H]1CN([C@@H](C)CO)C(=O)c2cc(NC(=O)Nc3ccc4c(c3)OCO4)ccc2O[C@@H]1CN(C)C(=O)Nc1cccc2ccccc12
  A: -5.7 | B: -1.3 | C: -1.4 | D: 7.7 | E: . | F: 3.5 | G: . | H: -9.0

O=C(c1cccnc1)N1C[C@@H]2[C@H](c3ccccc31)[C@H](CO)N2C(=O)C1CCCCC1
  A: 11.1 | B: -4.8 | C: -1.2 | D: 9.8 | E: 4.2 | F: 4.7 | G: -5.5 | H: 6.5

C[C@H](CO)N1C[C@H](C)[C@H](CN(C)Cc2ccccc2F)Oc2cc(C#CC3CC3)ccc2S1(=O)=O
  A: -5.9 | B: . | C: -0.4 | D: 4.2 | E: -1.3 | F: -3.2 | G: . | H: -3.0

COCC(=O)Nc1ccc2c(c1)C(=O)N(C)C[C@@H](OC)[C@H](C)CN(CC1CC1)[C@@H](C)CO2
  A: -14.1 | B: -0.4 | C: -8.1 | D: -4.1 | E: -0.4 | F: 0.8 | G: 2.9 | H: -7.5

CCC(C)n1nnc2c(=O)oc3ccccc3c21 (centres undefined)
  A: -1.0 | B: 2.3 | C: -2.2 | D: 6.9 | E: . | F: -9.4 | G: . | H: 11.8

O=C(CSc1nc(C2CCCCC2)n(-c2ccccc2)n1)NCCN1C(=O)CSC1=O
  A: . | B: . | C: 1.9 | D: . | E: 1.1 | F: . | G: -7.8 | H: -19.0

C[C@H]1CN([C@@H](C)CO)C(=O)c2cc(NC(=O)Cc3ccccc3)ccc2O[C@@H]1CN(C)S(=O)(=O)c1cn(C)cn1
  A: -8.1 | B: 2.7 | C: -0.3 | D: 3.3 | E: -3.4 | F: -2.3 | G: . | H: -2.5

CCOc1ccccc1OCCCC(=O)N1CCN(S(=O)(=O)c2ccc(C)cc2C)CC1
  A: 1.7 | B: 2.5 | C: . | D: 6.9 | E: 6.7 | F: 2.5 | G: 12.1 | H: 2.0

COc1ccc(N(C)S(=O)(=O)c2cccc(C(=O)N3CCN(Cc4ccc5c(c4)OCO5)CC3)c2)cc1
  A: 12.8 | B: 2.9 | C: 0.7 | D: 1.2 | E: 8.9 | F: 8.5 | G: 26.3 | H: -19.7

COc1ccccc1-c1cn(CC[C@H]2CC[C@H](NC(=O)CCN3CCCCC3)[C@H](CO)O2)nn1
  A: 11.3 | B: -0.4 | C: -3.9 | D: -7.5 | E: -7.9 | F: 1.8 | G: 4.1 | H: -2.5

CC1(C)C(=O)Nc2ccccc2N1C(=O)COC(=O)c1cccnc1
  A: 8.2 | B: 0.2 | C: -3.0 | D: -0.2 | E: -19.7 | F: 4.3 | G: 4.1 | H: 2.6

O=C(CN(Cc1ccccc1)S(=O)(=O)c1ccccc1)N/N=C/c1ccc([N+](=O)[O-])cc1
  A: -18.3 | B: . | C: -3.4 | D: . | E: . | F: . | G: 18.2 | H: -14.1

O=C(C[C@H]1CC[C@H]2[C@@H](COC[C@H](O)CN2Cc2cccc(F)c2)O1)NCc1ccncc1
  A: 0.0 | B: -1.5 | C: 1.2 | D: -0.5 | E: -5.5 | F: -9.3 | G: -6.3 | H: 15.1

Compound profiles, as listed above. Screens in order: LGR2 inh	ERAP1 HTS inh	PglD DTNB	S100A4 MyoIIA	FN deposit inh	EWS-Fli block	PAX8 reporter	PGC1a acetyl inh
Profile of `CCOC(=O)C1=CN(Cc2cccc(Br)c2)S(=O)(=O)NC1C` (centres undefined) : -2.9	2.8	-1.1	1.2	-6.6	3.0	-1.0	.
Profile of `OCCC1CN(Cc2ccc(F)cc2Cl)CCN1CCc1ccccc1` (centres undefined) : 5.3	-1.8	19.4	9.4	-6.7	7.1	-97.4	-4.1
Profile of `COc1ccc(N=Nc2ccc(N)nc2N)cc1` : -80.3	9.5	-9.2	13.3	4.4	-81.9	-84.5	.

Continued.
Keys: A = LGR2 inh; B = ERAP1 HTS inh; C = PglD DTNB; D = S100A4 MyoIIA; E = FN deposit inh; F = EWS-Fli block; G = PAX8 reporter; H = PGC1a acetyl inh
Cc1oc(=O)c(NC(=O)c2ccccc2)cc1C(N)=O
  A: 4.8 | B: 2.7 | C: . | D: -1.3 | E: 4.9 | F: -12.8 | G: 12.7 | H: -1.8

CCC(C)[C@H](NC(=O)[C@@H]1Cc2c([nH]c3ccccc23)C2c3ccccc3C(=O)N21)C(=O)N1CCC[C@@H]1C(=O)O (some centres undefined)
  A: . | B: 10.1 | C: -3.5 | D: 4.4 | E: . | F: -8.2 | G: . | H: -2.6

CC1(C)OC2CCN3C(C(O)COS3(=O)=O)C2O1 (centres undefined)
  A: 4.1 | B: -2.1 | C: -1.2 | D: 4.8 | E: -6.9 | F: -7.2 | G: -4.8 | H: 13.0

CCCn1nnc(NC(=O)c2ccco2)n1
  A: -6.9 | B: -2.0 | C: -2.9 | D: -5.5 | E: . | F: -11.2 | G: . | H: -19.3

3 compounds from above, arranged by the value under PGC1a acetyl inh, rising:
canonical_smiles | LGR2 inh | ERAP1 HTS inh | PglD DTNB | S100A4 MyoIIA | PGC1a acetyl inh
CCN(CC)C(=O)CN(c1cccc(OC)c1)S(=O)(=O)c1ccc(C)cc1 | . | . | 2.7 | . | -6.1
CC1(C)C(=O)Nc2ccccc2N1C(=O)COC(=O)c1cccnc1 | 8.2 | 0.2 | -3.0 | -0.2 | 2.6
CC1(C)OC2CCN3C(C(O)COS3(=O)=O)C2O1 (centres undefined) | 4.1 | -2.1 | -1.2 | 4.8 | 13.0

Already shown: an excerpt of the list.
Keys: A = LGR2 inh; B = ERAP1 HTS inh; C = PglD DTNB; D = S100A4 MyoIIA; E = FN deposit inh; F = EWS-Fli block; G = PAX8 reporter; H = PGC1a acetyl inh
OCCC1CN(Cc2ccc(F)cc2Cl)CCN1CCc1ccccc1 (centres undefined)
  A: 5.3 | B: -1.8 | C: 19.4 | D: 9.4 | E: -6.7 | F: 7.1 | G: -97.4 | H: -4.1

COc1ccc(C)cc1N(CC(=O)NCCN1CCOCC1)S(=O)(=O)c1ccccc1
  A: 1.8 | B: -4.4 | C: . | D: 1.0 | E: -3.3 | F: 0.0 | G: -6.3 | H: .
